TLR9-MyD88 block: TLR9-MyD88 interaction inhibition | inhibition, % at 4.98 µM | actives 0.21% (n = 340,000) | CHO BLA complementation TLR9-MyD88, CCF4 FRET ratio | AID 504734;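 active = inhibition above the mean over all tested compounds plus 3 SD, cut at about 21% in these data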;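 note: 0% = DMSO only wells and 100% = clavulanate BLA inhibitor control wells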
ABCB6 inh 2: inhibitors of human ABC transporter ABCB6. actives 0.19% (n = 360,000). Q9NP58. fluorescence ratio to DMSO, % at 10 µM. K562-ABCB6 porphyrin accumulation, flow cytometry, 1 h; active compounds read low. AID 602162;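 active = fluorescence ratio to DMSO below 75%, the collection mean minus 3 SD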;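 note: signal is porphyrin accumulated inside mitochondria; 100% equals median channel fluorescence of DMSO control wells; lower ratio means ABCB6 inhibition with less porphyrin fluorescence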
NOD2-RIPK2 inh: blocks binding of human NOD2 to RIPK2; actives 0.38% (n = 360,000); O43353; inhibition, % at 4.98 µM; CHO BLA complementation NOD2-RIPK2, CCF4 ratio; AID 624267; in the data active = inhibition above about 21%;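 note: 0% = vehicle only and 100% = reference blocker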
Target sequence (O43353 whole entry, looked up): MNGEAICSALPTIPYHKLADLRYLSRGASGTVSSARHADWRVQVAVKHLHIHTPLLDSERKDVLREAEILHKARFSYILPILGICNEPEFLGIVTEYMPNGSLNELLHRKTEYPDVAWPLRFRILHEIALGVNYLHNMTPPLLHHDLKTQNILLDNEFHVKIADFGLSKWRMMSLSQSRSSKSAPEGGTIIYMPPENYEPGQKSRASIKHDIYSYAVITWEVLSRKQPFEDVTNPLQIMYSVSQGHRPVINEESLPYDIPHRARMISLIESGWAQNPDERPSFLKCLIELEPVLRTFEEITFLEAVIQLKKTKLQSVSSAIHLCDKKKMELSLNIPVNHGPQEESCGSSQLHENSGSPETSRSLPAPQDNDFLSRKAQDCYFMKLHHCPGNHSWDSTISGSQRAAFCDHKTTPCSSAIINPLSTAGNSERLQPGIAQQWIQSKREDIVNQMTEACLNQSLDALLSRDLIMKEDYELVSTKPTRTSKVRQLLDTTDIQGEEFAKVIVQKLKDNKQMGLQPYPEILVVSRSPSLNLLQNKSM
MC4R ag barr: activates human MC4R beta-arrestin recruitment. P32245. U2OS MC4R beta-arrestin complementation, luminescence; percent of melanotan II response, DMSO zero. activation, % at 8.9 µM. actives 0.98% (n = 360,000);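 active = activation above a per-plate cutoff, the mean activation of sample wells on that plate plus 3 SD, cut at about 8% in these data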
Target sequence (P32245 whole entry, looked up): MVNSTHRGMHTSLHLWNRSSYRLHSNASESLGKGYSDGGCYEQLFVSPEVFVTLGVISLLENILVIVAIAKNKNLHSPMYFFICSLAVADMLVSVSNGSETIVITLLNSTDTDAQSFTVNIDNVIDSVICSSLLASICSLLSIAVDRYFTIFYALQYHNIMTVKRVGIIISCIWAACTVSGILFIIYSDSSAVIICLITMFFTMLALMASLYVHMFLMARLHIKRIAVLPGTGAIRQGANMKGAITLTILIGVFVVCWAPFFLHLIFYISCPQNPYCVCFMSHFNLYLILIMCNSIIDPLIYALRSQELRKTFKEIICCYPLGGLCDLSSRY
Glyco luc inh: blocks N-linked glycosylation in D54 reporter cells; D54 ERlucT glycosylation luciferase reporter, 24 h; percent of 100 nM tunicamycin response; reporter increase, % at 12.5 µM; actives 0.23% (n = 360,000); AID 588692;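 active = mean luciferase reporter signal, scaled so untreated is 0 and the glycosylation-blocking control 100, at or above a set limit in every replicate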;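 note: luciferase carries N-glycosylation sites so blocking glycosylation raises the light; 0% = median of neutral control wells and 100% = median of 100 nM tunicamycin wells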
m5-HT2A agonist: agonists of mouse serotonin 5-HT2A receptor (HTR2A) | P35363 | activation, % at 7.6 µM | actives 0.66% (n = 360,000) | CHO-K1 mHTR2A beta-arrestin complementation, luminescence; percent of 30 µM serotonin response | AID 624169;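 active = activation above a run cutoff, the mean activation of all tested compounds plus 3 SD, cut at about 14% in these data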;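 note: 0% = plate median of compound wells and 100% = 30 µM serotonin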
SRC2 inh: inhibits human steroid receptor coactivator 2; Q15596; HEK293 GAL4-SRC2 luciferase reporter, luminescence; inhibition, % at 9 µM; actives 0.17% (n = 370,000); AID 651957;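 active = inhibition above the mean inhibition of all tested compounds plus 3 SD, set per campaign, cut at about 52% in these data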;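 note: 0% = DMSO treated cells and 100% = cells given Gossypol at 36 µM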
MC4R antagonist: antagonists of human melanocortin 4 receptor (MC4R); P32245; inhibition, % at 6.5 µM; actives 0.48% (n = 360,000); MC4R-expressing cells, MTII-stimulated cAMP, LANCE TR-FRET;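 active = inhibition above its plate's cutoff, the mean of tested wells on that plate plus 3 SD, cut at about 29% in these data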;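 note: 0% = Melanotan II alone and 100% = Melanotan II plus saturating MCL0020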
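Assay system: U2OS cells stably expressing human melanocortin 4 receptor (MC4R) / Dosing: 6.5 µM / Timing: compound 30 min, challenge 1 h, detection 1 h / Measured by: Eu-cAMP/anti-cAMP TR-FRET, emission 671 nm / Replicates: singlicate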
H9c2 protect: protects H9c2 cardiomyocytes from peroxide injury; H2O2 injury protection, ATPLite, 2 h; protection from H2O2 cell death, % at 20 µM; actives 0.63% (n = 360,000);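 active = compounds giving at least 50% protection of heart cells from peroxide-induced death in the single-dose screen, raw or plate-pattern-corrected value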;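 note: 0% = DMSO wells with peroxide and 100% = DMSO wells without peroxide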
ABHD5 PLIN5 PPI: ABHD5-PLIN5 protein interaction inhibition. inhibition, % at 4 µM. actives 0.78% (n = 360,000). Q00G26+Q8WTS1. Split G. princeps luciferase complementation, luminescence, 4 h;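 active = inhibition above the mean inhibition across every tested compound plus 3 SD, cut at about 22% in these data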;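 note: 0% = DMSO only wells and the 100% control is not disclosed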
* hit, by the source's call; / = no result given.

Compound	Glyco luc inh	m5-HT2A agonist	MC4R antagonist	H9c2 protect	ABCB6 inh 2	TLR9-MyD88 block	MC4R ag barr	NOD2-RIPK2 inh	SRC2 inh	ABHD5 PLIN5 PPI
Cc1nc(S(=O)(=O)c2ccc(Cl)cc2Cl)nc2c1CCC2	0.1	-1.8	0.2	11.2	105.0	2.0	0.0	1.7	-6.9	-1.9
CC(=O)N1CCN(C(=O)CN2C(=O)NC(C)(c3ccc4ccccc4c3)C2=O)CC1 (stereo not given)	-1.5	3.0	-0.5	8.3	90.0	-1.1	-0.4	-4.2	-13.0	2.6
OCC1OC(n2cnc3c(NCCc4ccccc4)ncnc32)C(O)C1O (stereo not given)	3.8	3.2	15.9	14.6	98.0	-1.1	0.0	-2.0	-38.9	-6.6
CCOC(=O)c1ccccc1NC(=O)CSc1cccc[n+]1[O-]	3.1	4.2	-2.6	0.3	98.0	-6.2	0.6	9.4	0.4	-4.2
CCCCC1CCCOC(C(=O)NCCNCCO)(C(F)(F)F)C1 (stereo not given)	3.0	-1.5	-0.9	6.5	98.0	11.1	-0.8	-13.2	-15.9	-0.1
O=C(NCC1CCCO1)C1CCN(S(=O)(=O)c2ccc(Br)cc2)CC1 (stereo not given)	-2.0	6.8	6.3	1.7	98.0	-3.5	-1.9	-3.9	24.4	1.5
COc1ccc(OC)c(NC(=O)CSC2=NCCS2)c1	1.1	-7.0	-3.7	-3.9	96.0	-8.5	-0.6	-9.2	8.7	-5.5
COc1ccc(-c2csc(N3CCOCC3)n2)cc1OC	1.7	1.6	4.5	-3.5	98.0	6.3	-0.7	-1.7	-79.0	-0.5
N#Cc1ncn(C2OC(CO)C(O)C2O)c1N (stereo not given)	0.7	3.8	-1.1	-2.4	102.0	0.9	0.1	-10.6	-16.5	8.9
CC(C)C[C@H](NC(=O)CCCn1nnc2ccccc2c1=O)C(=O)O	1.7	-1.4	23.7	-3.7	99.0	-0.4	-2.9	3.3	-6.4	-2.7
O=C(/C=N/O)Nc1ccc(F)cc1	0.0	-0.1	13.4	-4.2	103.0	15.8	0.6	5.2	-28.1	-1.5
O=C(NCc1ccccc1)C1CCN(c2nc(-c3ccccc3)nc3c2CCC3)CC1	-1.6	-7.2	8.6	-0.6	106.0	-5.4	-4.2	-3.8	7.5	1.3
Nc1c(C(=O)N2CCOCC2)sc2nc3c(cc12)CCCC3	-23.6	-3.5	11.8	-8.6	103.0	9.2	0.1	5.1	-8.9	0.2
CCOc1ccc(/C=N/Nc2nc(C)cs2)c(O)c1	-1.3	-3.3	-8.6	12.4	102.0	6.2	-2.2	-3.1	-14.4	-3.2
O=c1c2ccc(Cl)cc2[nH]c(=S)n1CCCN1CCOCC1	-1.3	1.0	5.9	13.9	97.0	1.4	-0.7	1.2	-4.5	-1.2
O=C(C1CC1)N1CCC(C(O)(c2ccccc2)c2ccccc2)CC1	2.0	-3.0	-2.9	9.5	100.0	-3.8	0.4	-1.9	-25.0	-1.2
O=C(COC(=O)/C=C/c1ccc([N+](=O)[O-])cc1)NCc1cccs1	2.1	5.0	-1.5	0.0	92.0	-2.1	2.2	11.1	23.2	-1.9
O=C(Cn1cnc2c(nnn2-c2ccc(F)cc2)c1=O)N1CCCC1	0.5	0.0	-0.1	5.0	97.0	0.2	-0.2	1.9	-13.6	-0.8
O=C(CNCc1ccccc1)Nc1ccc(F)cc1	1.2	2.8	-1.2	-6.5	93.0	-21.9	-1.1	0.0	-25.3	0.6
COc1cc(/C=N/Nc2ccc(F)cc2F)cc(OC)c1O	1.1	7.3	3.0	7.2	97.0	-88.8	1.2	-1.4	-31.8	4.2
COc1ccccc1N1CCN(C(=O)c2ccc(Cn3c(=S)[nH]c4cc5c(cc4c3=O)OCO5)cc2)CC1	-2.5	2.9	14.2	12.7	94.0	-1.3	-2.2	7.2	-16.7	-4.8
CN(C1=C(NC(=O)c2ccccc2)C(=O)c2ccccc2C1=O)C1CCS(=O)(=O)C1 (stereo not given)	2.6	-2.6	-12.6	-27.0	109.0	4.8	-1.9	-5.7	-41.9	2.6
CCCCCCOC1(c2ccccc2)OC(=O)c2ccccc21 (stereo not given)	-2.9	-1.8	8.2	-12.5	101.0	7.6	1.8	-8.0	/	-7.6
O=C(CSc1ncccn1)Nc1cccc(S(=O)(=O)N2CCOCC2)c1	0.2	-2.1	6.7	-1.7	104.0	-4.7	-1.9	-3.9	-4.7	3.9
O=S(=O)(Nc1ccc(S(=O)(=O)N2CCCCC2)cc1)c1cccs1	2.0	-3.4	-7.8	2.3	93.0	1.6	-0.1	-17.1	-23.9	5.1
CC(Nc1ncnc2nc[nH]c12)c1ccccc1 (stereo not given)	0.0	-2.6	5.4	-8.5	102.0	0.1	-1.4	-2.3	17.2	-3.9
Cc1ccc(Cn2c(=N)n(CC(=O)c3ccc([N+](=O)[O-])cc3)c3ccccc32)cc1	1.5	-3.2	14.8	-26.1	107.0	2.5	3.5	-5.2	7.6	-2.7
CC(C)CC(=NNC(=O)c1ccncc1)c1cc(Cl)ccc1O	-11.1	-8.7	4.4	34.5	97.0	19.9	-2.1	-4.9	-4.6	3.4
C/C(N)=C(/C#N)C(=O)CSc1nncn1-c1ccccc1	1.3	3.6	-8.1	5.5	99.0	5.0	-2.2	-13.6	10.3	2.0
CCOC(=O)c1c(C)nc(C)c(C(=O)OCC)c1-c1ccc(O)c(OC)c1	0.9	9.0	-1.3	3.3	100.0	10.6	1.3	-0.6	8.0	-5.7
Cc1cc(Br)ccc1NC(=O)CCCOc1cc(=O)n(C)c2ccccc12	16.1	-3.1	4.3	9.7	101.0	/	-1.4	5.1	-62.3	-0.8
COc1ccc(/C(C)=N/N2C(C)CCCC2C)c(OC)c1 (stereo not given)	0.8	-1.9	-3.6	0.7	94.0	-4.9	-0.4	-4.2	12.4	-0.8
CCCCN(C(=O)CCCc1nc2ccccc2s1)c1c(N)n(CCCC)c(=O)[nH]c1=O	-1.5	1.8	9.8	-2.3	102.0	-2.5	0.5	-7.7	0.6	-2.6
COc1ccc(-c2cc(C(=O)NCCCN3CCOCC3)c3cc(C(C)C)ccc3n2)cc1	-2.4	-9.3	3.1	-0.8	97.0	-1.8	-3.7	-11.4	6.7	6.3
CCC(=O)NCCN1CCN(C(=O)CC)CC1	-0.2	2.6	4.3	15.0	103.0	-10.1	-1.1	3.7	-3.3	1.6
O=C(Cc1ccccc1[N+](=O)[O-])NCc1ccc(Cl)cc1	1.3	-2.5	4.8	-5.5	93.0	3.5	-3.3	-8.7	-45.9	4.3
CC(C)C[C@@H]1COc2cc(N3CCSCC3)ccc2S(=O)(=O)N1	/	-5.0	/	/	97.0	/	/	2.5	2.5	-2.1
CNC(=O)c1ccc2cc(OC)c(OC)cc2c1	-0.3	-1.7	7.0	4.0	107.0	7.5	-0.5	-7.5	-14.9	0.8
O=C(OCCN1CCOCC1)c1ccc(OCCN2CCOCC2)cc1	-0.3	0.4	-0.3	7.2	107.0	1.2	0.1	-17.0	-16.5	-1.8
CC1CC(CC(C)C(=O)NC(=S)Nc2ccc(S(N)(=O)=O)cc2)C(=O)O1 (stereo not given)	0.8	-2.2	6.0	-0.8	103.0	/	0.3	-4.4	15.5	-3.8
COc1ccc(CNC(=O)c2cccc(NC(=O)c3ccccc3)c2)cc1	-0.5	-4.9	18.6	0.5	101.0	1.3	0.4	11.2	-19.8	0.7
C=CCn1c(SCC#N)nnc1-c1ccc2ncccc2c1	0.1	2.4	8.2	3.1	99.0	-10.1	0.1	-6.2	-6.7	-2.6
Oc1c(N=Nc2ccccc2)sc2ccccc12	-16.6	-4.5	-7.3	-22.4	97.0	12.5	-2.6	11.4	-4.4	6.0
Cc1cc(S(=O)(=O)NC(C)C)ccc1OCC(=O)NCc1ccccc1	-0.7	-3.9	27.0	-3.5	90.0	-4.6	6.9	-3.8	15.1	2.4
CC(C)CN(C(=O)COC(=O)Cn1cnc2ccccc2c1=O)C1CCS(=O)(=O)C1 (stereo not given)	1.2	6.5	1.6	1.4	92.0	2.1	0.0	-3.7	-7.2	3.0
CCOC(=O)CSc1nc2ccc(S(=O)(=O)N3CCOCC3)cc2[nH]1	0.1	-2.8	6.2	0.4	99.0	5.8	-0.8	-0.1	-17.9	1.9
COCCn1cc(C(=O)NCCCOC(C)C)c2c3ccccc3n(C)c2c1=O	1.9	3.7	8.6	5.5	87.0	-0.3	-1.0	-17.3	-15.1	-6.9
COc1ccc(/C=C/CN2CCN(Cc3ccccc3)C(CCO)C2)cc1 (stereo not given)	-1.0	-6.9	2.3	-1.8	103.0	-4.8	-0.3	4.0	-11.8	-1.1
Cc1ccc(C)c(N2CCN(S(=O)(=O)c3ccc4c(c3)NC(=O)CO4)CC2)c1	0.3	4.0	-7.5	-2.1	101.0	-2.0	4.2	3.1	25.4	-9.0
CC(C)CN(C(=O)COC(=O)CCSc1ccc(F)cc1)c1c(N)n(Cc2ccccc2)c(=O)[nH]c1=O	13.2	-2.6	6.6	-4.9	96.0	-0.8	3.5	4.6	-2.6	-4.9
CCc1cccc(NC(=O)Cc2cn(C)c3ccccc23)c1	-1.2	-1.2	11.5	0.0	102.0	-15.8	0.2	1.4	4.4	4.3
Cc1cccc(CN2CCCC(C(=O)N3CCc4ccccc4C3)C2)c1 (stereo not given)	-1.4	-5.5	3.5	2.0	89.0	10.2	0.5	-2.0	4.3	0.8
O=C(Nc1ccccc1Oc1ccsc1C(=O)O)c1ccccc1	1.5	-1.6	21.7	3.0	97.0	-5.0	-1.5	-11.3	-4.2	3.8

A run of entries taken from the entries so far, for reference:
Compound	Glyco luc inh	m5-HT2A agonist	MC4R antagonist	H9c2 protect	ABCB6 inh 2	TLR9-MyD88 block	MC4R ag barr	NOD2-RIPK2 inh	SRC2 inh	ABHD5 PLIN5 PPI
CNC(=O)c1ccc2cc(OC)c(OC)cc2c1	-0.3	-1.7	7.0	4.0	107.0	7.5	-0.5	-7.5	-14.9	0.8
O=C(OCCN1CCOCC1)c1ccc(OCCN2CCOCC2)cc1	-0.3	0.4	-0.3	7.2	107.0	1.2	0.1	-17.0	-16.5	-1.8

As entered above.
Result of CC1CC(CC(C)C(=O)NC(=S)Nc2ccc(S(N)(=O)=O)cc2)C(=O)O1 (stereo not given) in m5-HT2A agonist: -2.2
Result of CCCCN(C(=O)CCCc1nc2ccccc2s1)c1c(N)n(CCCC)c(=O)[nH]c1=O in Glyco luc inh: -1.5
Result of COc1ccc(CNC(=O)c2cccc(NC(=O)c3ccccc3)c2)cc1 in NOD2-RIPK2 inh: 11.2

Some of the compounds tested, so the mix of outcomes need not match the whole.
